Yfh1-depleted yeast: mitochondrial function rescue without frataxin homolog – Friedreich's ataxia, plus single-dose screen, dose response (AID 1465). S. cerevisiae Yfh1-off respiration, WST-1 reduction, 72 h; higher fold induction means a stronger effect. 0.074% of 220,000 active. fold induction at 50 µM; hits with a dose series show EC50 in µM;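 active means fold induction of absorbance versus untreated yeast above a set limit, then at least 30% activation at any dose in follow-up; inconclusive means repeats straddling the limit, or above it without dose testing; inactive means fold induction below the set limit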;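 further: activators that raise dye reduction in frataxin-depleted yeast; strong numbers were not always called active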
RSV antiviral HEp-2: RSV antiviral activity via CPE protection, HEp-2 cells, primary 10 µM value included (AID 2391); HEp-2 cells, RSV-induced CPE inhibition; higher % means a stronger effect; 0.13% of 310,000 active; CPE inhibition, % at 10 µM, or IC50 in µM where a hit was titrated; in the data active means a potency from the dose series; inconclusive means CPE inhibition mostly from about 23% at the one dose, without a potency; inactive means the rest, 99 in 100 with CPE inhibition below about 21%; further: strong numbers were not always called active
UTI89 phage lysis: protection from phage-mediated lysis, alamar blue read-out – E. coli UTI89, K1F phage, bacterial capsule biogenesis inhibitors (AID 488966). E. coli UTI89 K1F phage lysis, alamar blue, 2 h; higher % means a stronger effect. inhibition, % at 100 µM; hits with a dose series show IC50 in µM. 0.02% of 340,000 active;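 active means phage lysis inhibition, versus mean bacterial control, above a set limit; inconclusive means no clear call, values can overlap the other calls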;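 further: capsule biogenesis inhibitors block K1F phage lysis so surviving cells raise fluorescence; higher fluorescence means more inhibition of phage lysis; actives were called in the ten point dose series up to 300 µM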
Dengue-2 NS5 capping: flavivirus cap methylation enzyme inhibition – biochemical, confirmation dose response, primary screen (AID 588689); Dengue-2 NS5 methyltransferase capping enzyme assay, biochemical; higher % means a stronger effect; 0.3% of 340,000 active; one-dose inhibition, % at 25 µM; IC50 in µM for titrated hits; in the data active means a potency from the dose series; inconclusive means inhibition above about 29% without an active follow-up result
West Nile virus CPE: inhibition of WNV-induced cytopathic effect – cell-based, CPE readout (AID 1621) | 0.02% of 290,000 active | CPE inhibition, % at 10 µM, or IC50 in µM where a hit was titrated | West Nile virus-infected cells, CPE inhibition; higher % means a stronger effect; in the data active means a potency from the dose series; inconclusive means CPE inhibition mostly from about 3.7% at the one dose, without a potency; inactive means the rest, 99 in 100 with CPE inhibition below about 2.2%; further: strong numbers were not always called active
Large T inhibition: SV40 large T antigen inhibitors, biochemical (AID 1903) | SV40 large T antigen ATPase/helicase inhibition assay; higher % means a stronger effect | one-dose inhibition, % at 20 µM; IC50 in µM for titrated hits | 0.39% of 310,000 active; in the data active means a potency from the dose series; inconclusive means inhibition mostly from about 32% at the one dose, without a potency; inactive means the rest, 99 in 100 with inhibition below about 32%; further: strong numbers were not always called active
XIAP displacement: XIAP antagonists, biochemical, IAP family, fluorescence polarization (AID 1018); 0.007% of 200,000 active; one-dose displacement, % at 20 µM; IC50 in µM for titrated hits; XIAP BIR domain, fluorescence polarization peptide displacement; higher % means a stronger effect; in the data active means displacement above about 50%; further: a part of the inactive calls stands beside numbers as strong as those of hits
CSM14.1 death rescue: rescue of cells from ER stress-induced death, primary screen, 384-well, CSM14.1, thapsigargin, ATP luminescence (AID 1222). CSM14.1 thapsigargin-induced death rescue, ATP luminescence; higher % means a stronger effect. cellular ATP content (survival), % at 20 µM, or EC50 in µM where a hit was titrated. 190,000 tested, under 10 active;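 active means EC50 below 50 µM in the dose-response confirmation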;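 further: death triggered by thapsigargin at about 15 µM added after 2 h compound pretreatment; cell ATP read after overnight thapsigargin exposure of roughly 18 to 22 hours; normalized against plate controls of thapsigargin alone and 5% DMSO vehicle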
WT yeast gro inh: growth inhibition of WT yeast, mitochondrial fusion screen | inhibition, % at 10 µM | 2.1% of 190,000 active | mitochondrial fusion phenotypic screen, WT strain; in the data active means inhibition above about 58%; tested in S. cerevisiae
WT yeast gro inh mutant strain: further read-out of WT yeast gro inh, marked with its call; inhibition, %; mitochondrial fusion phenotypic screen, mutant strain inhibition
Dengue-2 NS5 capping pilot replicate: second read-out of Dengue-2 NS5 capping, no call of its own (marks repeat the call); inhibition, %; measured here: pilot screen replicate inhibition
Numbers without * were called inactive; i = inactive; ? = inconclusive; · = not tested or not shown; [ ] = remark or other dose.

SMILES	Yfh1-depleted yeast	RSV antiviral HEp-2	UTI89 phage lysis	Dengue-2 NS5 capping	West Nile virus CPE	Large T inhibition	XIAP displacement	CSM14.1 death rescue	WT yeast gro inh	WT yeast gro inh mutant strain	others
Cc1cc(NCCCO)n2nc(-c3cccs3)cc2n1	i	9.0%	-0.2%	-3%	0.0%	-1%	-2.4%	-2.6%	5	-8
O=C(c1cccc(C(F)(F)F)c1)C1CCCN(C(=O)Cn2cncn2)C1 (stereo unspecified)	·	-0.7%	0.0%	-4%	-1.1%	14%	·	·	·	·
O=C(N/N=C/c1ccc(N2CCOCC2)cc1)C1CC1	i	1.2%	0.1%	2%	1.0%	6%	-8.3%	0.1%	-10	3
COc1ccc(N2CCN(c3oc(Cc4cccc5ccccc45)nc3C#N)CC2)cc1	i	3.9%	-1.0%	-2%	-1.0%	3%	-3.6%	-0.7%	-14	-8
O=C(C1CCN(S(=O)(=O)c2cccc3cccnc23)CC1)N1CCCC1	i	0.8%	9.9%	-1%	-1.2%	1%	-19%	-1.1%	-4	8
CCOc1cc(-c2cc(-c3ccc(NC(C)=O)cc3)nc(N)c2C#N)ccc1O	·	9.7%	0.2%	-1%	-0.2%	23%	·	·	·	·	Dengue-2 NS5 capping pilot replicate=3.3
O=C(NCCO)C(=O)NCC(c1ccc2c(c1)OCO2)N1CCN(c2ccc(F)cc2)CC1 (stereo unspecified)	·	1.3%	-0.5%	5%	-0.1%	6%	·	·	·	·
COc1ccccc1CNS(=O)(=O)c1ccc2c(c1)NC(=O)C(C)S2 (stereo unspecified)	·	17%	1.7%	-3%	-0.2%	15%	·	·	·	·
CC(=O)N1CCN(c2ccc(N=Cc3c(O)n(Cc4ccccc4)c(=O)[nH]c3=O)cc2)CC1	i	·	-0.3%	?	0.2%	30%	-2.0%	-1.6%	-18	-14
Cc1cc(C)c(C)c(S(=O)(=O)NC2CCCCC2)c1C	·	4.1%	0.4%	6%	-1.0%	11%	·	·	·	·

3 entries from above, sorted by number of heavy atoms, rising.
SMILES	Yfh1-depleted yeast	RSV antiviral HEp-2	UTI89 phage lysis	Dengue-2 NS5 capping	West Nile virus CPE	Large T inhibition	XIAP displacement	CSM14.1 death rescue	WT yeast gro inh	WT yeast gro inh mutant strain	others
Cc1cc(NCCCO)n2nc(-c3cccs3)cc2n1	i	9.0%	-0.2%	-3%	0.0%	-1%	-2.4%	-2.6%	5	-8
O=C(c1cccc(C(F)(F)F)c1)C1CCCN(C(=O)Cn2cncn2)C1 (stereo unspecified)	·	-0.7%	0.0%	-4%	-1.1%	14%	·	·	·	·
COc1ccc(N2CCN(c3oc(Cc4cccc5ccccc45)nc3C#N)CC2)cc1	i	3.9%	-1.0%	-2%	-1.0%	3%	-3.6%	-0.7%	-14	-8

Continuation:
SMILES	Yfh1-depleted yeast	RSV antiviral HEp-2	UTI89 phage lysis	Dengue-2 NS5 capping	West Nile virus CPE	Large T inhibition	XIAP displacement	CSM14.1 death rescue	WT yeast gro inh	WT yeast gro inh mutant strain	others
CCOC(=O)Cc1nnc(NC(=O)CSc2ccccc2)s1	i	1.8%	0.0%	-5%	0.2%	-4%	-0.5%	-2.4%	3	28
COc1ccc(NC(=O)C2CCCN(S(C)(=O)=O)C2)cc1 (stereo unspecified)	·	1.9%	-0.2%	9%	-0.1%	2%	·	·	·	·
COc1ccc(OCc2cccc(C(=O)N3CCCC3)c2)cc1	i	1.1%	2.5%	-7%	-1.0%	1%	-4.5%	-0.2%	-2	6
CN(N=Nc1ccc([N+](=O)[O-])cc1)c1ccccc1	i	4.8%	0.1%	·	0.5%	0%	-3.9%	-2.1%	10	9
CCCn1c(SCC(=O)NC(=O)Nc2ccc(C)cc2C)n[nH]c1=O	i	-0.6%	4.2%	-2%	0.8%	14%	-4.2%	1.0%	2	-6
C=CCNc1nc2c(c(=O)n(C)c(=O)n2C)n1CC	i	-0.1%	-1.3%	-1%	0.4%	4%	-2.5%	-2.4%	-10	-10
CC(=O)c1ccc(NC(=O)c2ccc(NC(=O)c3ccco3)cc2)cc1	·	1.1%	-0.1%[50 µM]	-10%	3.2%	4%	·	·	·	·
Cc1cccc(C)c1NC(=O)C1c2cccc[n+]2CC(=O)N1Cc1cccs1 (stereo unspecified)	i	1.8%	1.3%	-4%	0.8%	11%	-3.8%	0.9%	5	2
CCn1ncc(C(=O)Nc2cc(C)on2)c1C	i	0.5%	-1.3%	-4%	0.3%	1%	-0.5%	-0.7%	-5	-34
CCN(CC)c1ccc(NC2=C(Cl)C(=O)c3ccccc3C2=O)cc1	i	-2.5%	-0.7%[50 µM]	4%	-1.6%	13%	-7.0%	-2.4%	49	7
Cc1ccc(NC(=O)C2CCCN(S(=O)(=O)c3ccc4c(c3)oc(=O)n4C)C2)nc1 (stereo unspecified)	i	0.8%	0.6%	-6%	-0.1%	1%	-11%	·	11	2
O=C(Nc1ccc([N+](=O)[O-])cn1)c1cccnc1	·	-1.3%	0.2%	2%	0.4%	8%	·	·	·	·
COc1cc(-c2c(NC(=O)c3ccco3)oc3ccccc3c2=O)cc(OC)c1OC	·	1.4%	0.6%	7%	1.6%	14%	·	·	·	·
CSc1ccc(C2C(C#N)=C(N)Oc3c2ccc(=O)c2c(C)oc(C)c32)cc1 (stereo unspecified)	i	6.0%	-0.5%	-38%	0.4%	18%	-12%	-1.6%	7	-2
CCOC(=O)N1CCC(NC(=O)CSc2cc(=O)n(CC)c3ccccc23)CC1	i	0.7%	1.5%	0%	3.1%	5%	-2.6%	1.8%	-18	-8
COc1ccc(C(=O)NNC(=O)CCC(=O)Nc2ccc(C)cc2C)cc1	·	0.5%	0.6%	-2%	-0.2%	6%	·	·	·	·
CCC(CC)c1nnc(NC(=O)C23CC4CC(CC(NC(C)=O)(C4)C2)C3)s1	·	2.3%	-0.1%	4%	-0.6%	31%	·	·	·	·
c1ccc(C(c2ccccc2)c2ccn[nH]2)cc1	·	2.6%	0.0%	-4%	-0.8%	9%	·	·	·	·
O=C(COc1ccc(Cl)cc1Cl)NC(=S)Nc1ccccc1C(=O)O	i	-0.1%	·	·	0.1%	·	-8.3%	-1.6%	17	11
COc1ccc(C(=O)NNC2=Nc3cccc4cccc2c34)cc1	i	-1.2%	-0.9%	0%	0.5%	7%	-6.1%	-0.1%	-3	3
CC(=O)Nc1cccc(NC(=O)CSc2ccc3nnc(CCNC(=O)c4ccccc4)n3n2)c1	i	0.9%	-0.2%	-9%	0.1%	12%	-6.0%	-1.9%	-2	9
C=CCn1c(C(CCC(C)C)CC(C)(C)O)n[nH]c1=S (stereo unspecified)	i	0.3%	-0.9%	-5%	-0.2%	2%	-5.2%	-1.3%	17	26
COc1cccc(N2CCN(C(=O)c3cc(-c4ccc(F)cc4)[nH]c3C)CC2)c1	·	1.7%	-0.8%[50 µM]	1%	-1.2%	2%	·	·	·	·
Cn1nnnc1SCCNCc1cc(Cl)ccc1OCc1ccccc1	i	9.5%	1.3%[50 µM]	1%	-1.9%	10%	-7.9%	5.0%	14	-9
COc1ccc(C)cc1NC(=O)CCCN1C(=O)C(c2ccccc2)Oc2cccnc21 (stereo unspecified)	·	16%	0.3%	1%	-0.1%	6%	·	·	·	·
CSc1nc2ccccc2cc1/C=C(\C#N)c1ccc(Cl)cc1Cl	i	1.2%	0.3%	-3%	0.2%	-3%	-3.5%	-0.9%	5	-3
C=CCn1c(SCC(=O)NCCCC(=O)OCC)nc2scc(-c3ccco3)c2c1=O	i	2.7%	1.5%	-12%	-0.6%	14%	-6.0%	-1.1%	-14	-16
Cc1cccc(NC(=O)c2cnc3sccn3c2=O)n1	i	1.3%	0.4%	5%	0.1%	·	·	·	·	·
CCCn1c(=NC(=O)c2ccco2)c(C(=O)OCC)cc2c(=O)n3ccccc3nc21	i	6.6%	1.1%[50 µM]	1%	-0.7%	12%	-0.1%	1.4%	2	4
O=C(CCc1ccccc1F)N1CCN(c2ccc(C(F)(F)F)cn2)CC1	·	6.9%	0.9%	-10%	-0.2%	8%	·	·	·	·
Cc1ccc(OCc2nnc(SC(C)C(=O)O)n2Cc2ccccc2)cc1 (stereo unspecified)	i	-1.4%	2.6%	-10%	-0.3%	·	-9.5%	-2.4%	-7	-11
COc1ccc(-c2cn3c(C)c(C(=O)NC(C)C)sc3n2)cc1	·	15%	0.0%	3%	·	7%	-1.8%	-4.3%	-18	-26	Dengue-2 NS5 capping pilot replicate=-1.8
CCOc1ccc(C(C(=O)NC2CCCCC2)N(C(=O)c2ccco2)c2ccc(-n3cnnn3)c(C)c2)cc1 (stereo unspecified)	i	-0.2%	-0.2%	4%	-0.7%	4%	1.3%	1.0%	-4	-6
CCOC(=O)C1CCN(C(=O)COc2ccc(S(=O)(=O)NC(C)C)cc2Cl)CC1	i	0.0%	-0.1%	-2%	-0.2%	5%	-5.5%	-0.5%	-6	-71
COc1ccc(C)cc1S(=O)(=O)N1CC(C)OC(C)C1 (stereo unspecified)	i	2.0%	0.2%	-2%	-0.8%	4%	-6.4%	-2.7%	-20	-18

Among those listed so far, these have a CF3 group.
SMILES	Yfh1-depleted yeast	RSV antiviral HEp-2	UTI89 phage lysis	Dengue-2 NS5 capping	West Nile virus CPE	Large T inhibition	XIAP displacement	CSM14.1 death rescue	WT yeast gro inh	WT yeast gro inh mutant strain	others
O=C(c1cccc(C(F)(F)F)c1)C1CCCN(C(=O)Cn2cncn2)C1 (stereo unspecified)	·	-0.7%	0.0%	-4%	-1.1%	14%	·	·	·	·
O=C(CCc1ccccc1F)N1CCN(c2ccc(C(F)(F)F)cn2)CC1	·	6.9%	0.9%	-10%	-0.2%	8%	·	·	·	·
